Compound activity: PubChem, National Center for Advancing Translational Sciences (NCATS)
DT40 TDP1 no CPT = qHTS for Inhibitors of human tyrosyl-DNA phosphodiesterase 1 (TDP1): qHTS in cells in absence of CPT. DT40 Tdp1-/- hTDP1 cells, no CPT, ATP luminescence, 48 h. Potency, µM (top dose mostly 46.2 µM), for inactives: at the top dose activity change, negative = growth inhibition, most hits filed as inhibitors. actives 15% (n = 420,000). AID 686978, 2013; also: nearly all actives have a fitted effect of over 55% in size
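Chicken DT40 Tdp1-/- cells complemented with human TDP1, screened without camptothecin (DMSO vehicle only), 400 cells/well. Compounds pin-transferred, cells incubated at 37 °C for at least 48 hr. Growth read as ATP-dependent luminescence (CellTiter-Glo, 30 min at RT).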
N370S GC mod = inhibitors or activators of N370S glucocerebrosidase for Gaucher disease; N370S GC spleen homogenate, 4MU-glucoside fluorescence; actives 0.092% (n = 330,000); P04062; Potency, µM (titrated, usually from 59.4 µM), without a hit: at the top dose activity change, negative = inhibition, usual class: inhibitors;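 also: 0% = full enzyme activity and -100% = no enzyme basal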
TDP1 inh = inhibitors of human tyrosyl-DNA phosphodiesterase TDP1; recombinant TDP1, AlphaScreen DNA substrate cleavage; Potency, µM (series often up to 130 µM), without a hit: at the top dose activity change, negative = inhibition, hits mostly inhibitors; actives 0.28% (n = 350,000); AID 485290; also: nearly all actives have a fitted effect of over 40% in size
Target sequence (Q9NUW8 whole entry, looked up): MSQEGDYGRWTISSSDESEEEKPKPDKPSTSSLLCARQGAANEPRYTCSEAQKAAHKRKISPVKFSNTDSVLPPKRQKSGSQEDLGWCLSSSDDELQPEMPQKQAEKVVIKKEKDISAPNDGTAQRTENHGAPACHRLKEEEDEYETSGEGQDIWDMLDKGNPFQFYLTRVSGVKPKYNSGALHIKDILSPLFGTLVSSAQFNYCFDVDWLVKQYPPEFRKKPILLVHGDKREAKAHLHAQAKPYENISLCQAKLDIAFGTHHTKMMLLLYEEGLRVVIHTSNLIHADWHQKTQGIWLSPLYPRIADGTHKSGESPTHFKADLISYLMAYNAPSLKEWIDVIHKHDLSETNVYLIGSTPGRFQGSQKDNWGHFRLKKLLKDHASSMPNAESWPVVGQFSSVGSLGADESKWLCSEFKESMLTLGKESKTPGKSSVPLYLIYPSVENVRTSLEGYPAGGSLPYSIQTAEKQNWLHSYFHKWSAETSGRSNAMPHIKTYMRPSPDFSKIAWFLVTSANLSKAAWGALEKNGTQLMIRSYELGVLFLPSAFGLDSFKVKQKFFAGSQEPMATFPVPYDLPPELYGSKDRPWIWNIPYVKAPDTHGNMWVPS
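Signal: AlphaScreen proximity between streptavidin donor and anti-FITC acceptor beads on intact substrate. Reaction: Tdp1 1 nM, substrate 15 nM final, 5 min RT after 15 min compound preincubation.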
Starred values were filed as active, the others as inactive; u = inconclusive; x = not tested or not shown; [ ] = remark or other dose. Calls follow the shape of the dose curve; as a rule, active = well fitted curve in the direction sought with a large enough effect; inconclusive = small, poorly fitted or top-dose-only effect, or another doubt; inactive = no such curve, though single readings can be large; an effect the other way counts as inactive or inconclusive. Unless noted, % is scaled to controls: 0 for no effect and ±100 for the full control effect; potency is read from the fitted curve at half-maximal effect. A portion of the library (hit frequency here may not be typical).

Second line of a record – DT40 TDP1 no CPT | N370S GC mod | TDP1 inh
CN(C)C(=O)CSc1n[nH]c(=O)n1CCc1ccccc1
    6% | -2% | -13%
CCOC(=O)NCc1cc(-c2nn(C)c(=O)c3ccccc23)ccc1C
    u | -7% | 4%
Cc1ccccc1NC(=O)NCCc1ccc(Cl)cc1
    -7% | -23% | 0%
CSCCC(NS(=O)(=O)c1ccccc1)C(=O)OC(C)C(=O)Nc1ccc(Cl)cn1 (stereo not drawn)
    17% | x | 2%
O=C(O)c1ccc(N2C(=O)c3cccc(Oc4ccc(Cl)cc4)c3C2=O)cc1
    -2% | 0% | -6%
CCOC(=O)c1cccc(NC(=O)Cn2nc(C)n3cccc3c2=O)c1
    -15% | -1% | 4%
CCOC(=O)[C@H]1[C@H]2COc3ccc(OC)cc3[C@@H]2N2C(=O)c3cc(OC)c(OC)cc3NC(=O)[C@@]12C
    -66% | -23% | -1%
Cc1ccc(C(=O)Nc2ccccc2-c2ccccc2)cc1[N+](=O)[O-]
    -30% | 9% | 4%
CS(=O)(=O)Nc1cccc(C(=O)OCCCOc2ccc(F)cc2)c1
    5% | -1% | x
O=c1c2ccccc2cnn1-c1ccc(Cl)nn1
    -1% | -14% | 2%
CC(C)c1ccc(CN(Cc2ccco2)c2cnc(S(C)(=O)=O)nc2C(=O)Nc2ccc(F)cc2)cc1
    21µM* | x | 6%
Cc1ccc(C(=O)CCc2ccc(N)cc2)cc1
    -7% | 0% | x
Clc1ccc(Cl)c(Oc2ccc(Oc3nc(Cl)ccc3Cl)cc2)n1
    -14% | 0% | -3%
N#CCCN(CCC#N)C(=O)C1c2ccccc2Oc2ccccc21
    4% | 2% | x
O=c1[nH]cnc2c1c(-c1ccccc1)cn2-c1cccc(Cl)c1
    u | -12% | 0%
O=C(c1ccc(Cl)cc1)c1oc2ccccc2c1CS(=O)c1ccccc1 (stereo not drawn)
    u | -3% | 13%
CCN(CC)CCCn1c(C)cc2c(c1=O)C(c1cccc(Cl)c1)C(C#N)=C(N)O2 (stereo not drawn)
    -25% | 5% | 3%
CCc1ccc(NC(=O)CNC(=O)Cn2c(C)cc3ccccc3c2=O)cc1
    -2% | x | 6%
CCC(C)(C)c1ccc(OCC(=O)Nc2ccncc2)cc1
    -13% | -16% | 2%
Cc1ccc(S(=O)(=O)NC(=O)Nc2ccc(F)cc2)cc1
    5% | -7% | 3%

New compounds follow
Second line of a record – DT40 TDP1 no CPT | N370S GC mod | TDP1 inh
CN(C)/C=C/C(=O)Oc1ccc(Cl)cc1Cl
    u | 3% | 8%
CCCN(CCC)C(=O)CC(c1ccc(F)cc1)c1ccco1 (stereo not drawn)
    21µM* | 2% | 3%
O=C(CSc1nc2ccc(Cl)cc2[nH]1)c1cccs1
    u | 16% | x
CCOC(=O)C1CCCN(C(=O)c2ccc([N+](=O)[O-])cc2)C1 (stereo not drawn)
    -29% | 4% | 3%
CCCC(=O)Nc1ccccc1NC(=O)CN(C)S(=O)(=O)c1ccc(C)cc1
    -7% | 3% | 0%
Cc1ccn2cc(CCNS(=O)(=O)c3ccc([N+](=O)[O-])cc3)nc2c1
    u | -10% | x
COc1cc(SC)ccc1C(=O)Nc1cccc(S(=O)(=O)NC2=NCCC2)c1
    -14% | x | 1%
CC(NC(=O)C12CC3CC(CC(O)(C3)C1)C2)c1ccc(Cl)cc1Cl (stereo not drawn)
    -27% | -10% | 1%
COc1ccc(C)cc1NC(=O)Cn1c(=O)oc2cc(S(=O)(=O)N3CCCCC3)ccc21
    15µM* | x | -2%
CC1=NOC(=O)/C1=C\c1ccc(-c2ccc(Cl)cc2Cl)o1
    12µM* | 3% | -3%
COc1nc(N(C)C)nc(N(OC)S(=O)(=O)c2ccccc2Cl)n1
    -29% | -10% | 0%
CN(C)S(=O)(=O)N(CC(=O)NCCSCc1ccccc1Cl)c1ccccc1
    u | x | 9%
COCCN(Cc1cccs1)S(=O)(=O)c1ccc(-c2ccc(=O)[nH]n2)s1
    3% | -6% | 1%
O=C(Nc1ccccc1N1CCN(C(=O)c2ccccc2)CC1)c1cc(Br)ccc1Cl
    23µM* | 10% | 4%
O=C(CN1C(=O)c2ccccc2S1(=O)=O)NCc1cccnc1
    2% | 1% | 2%
CC(Sc1ccccc1F)C(=O)Nc1cccc(S(=O)(=O)N2CCOCC2)c1 (stereo not drawn)
    u | x | 0%
CC(C)[C@H](NC(=O)N1CC(=O)Nc2ccccc21)C(=O)N[C@H](Cc1ccccc1)C(=O)O
    -6% | -3% | x
CC(C)C(c1nnnn1C1CCCC1)N1c2ccccc2CC1C (stereo not drawn)
    13µM* | 1% | 5%
CCOC(=O)c1cc2c(=O)n3ccccc3nc2n(CC2CCCO2)c1=NC(C)=O (stereo not drawn)
    -24% | u | 8%
CCc1ccc(C(C)NC(=S)NC2CCCCC2)cc1 (stereo not drawn)
    u | 3% | 1%

Carrying on:
Second line of a record – DT40 TDP1 no CPT | N370S GC mod | TDP1 inh
CC(OC(=O)c1ccc(S(=O)(=O)NCc2ccco2)cc1)C(=O)Nc1ccccc1 (stereo not drawn)
    -28% | x | -4%
CN(Cc1cnccn1)Cc1cn(Cc2ccccc2)nc1-c1ccc2c(c1)OCO2
    -2% | -7% | x
O=C(CCC1CCN(C(=O)c2ccccc2Cl)CC1)NCc1ccc(F)cc1
    -1% | -25% | 3%[56.1 µM]
OC1CCN(Cc2nc(Cc3ccccc3Cl)no2)CC1
    -8% | -1% | 0%
O=S(=O)(N1CCOCC1)N1CCN(c2ccccc2F)CC1
    -6% | 1% | 0%
C[C@H](CO)N1C[C@H](C)[C@@H](CN(C)Cc2ccc(Cl)c(Cl)c2)Oc2c(NC(=O)CCC(F)(F)F)cccc2C1=O
    12µM* | x | 3%
COc1ccc(N2C(=O)CC(N(CCc3ccccc3)C(=O)c3ccccc3)C2=O)cc1 (stereo not drawn)
    2% | -6% | 2%
CCN(C(=O)C1CCCN(c2nc(-c3ccc(OC)cc3)no2)C1)c1ccc(OC)cc1 (stereo not drawn)
    21µM* | -5% | x
O=C(O)c1cccc2c1C(=O)N(c1ccccc1)C2
    -29% | 0% | x
O=Cc1ccc(N2Cc3ccccc3C2)cc1
    -16% | -9% | 0%
Cc1ccc(C(NC(=O)NN2CCN(C)CC2)C(Cl)Cl)cc1F (stereo not drawn)
    -16% | -5% | 0%
COc1cccc(-c2nc(CS(=O)(=O)CC(=O)NCc3cccc(Cl)c3)c(C)o2)c1
    -17% | x | 8%
COc1cc(C(=O)O/N=C(\N)c2ccncc2)cc(OC)c1OC
    u | 2% | 0%
Cc1cccc(C2c3[nH]c4ccccc4c3CCN2C(=O)Cc2n[nH]c(C)n2)n1 (stereo not drawn)
    0% | -1% | 3%
COc1ccc(-n2nnnc2C2CCN(S(=O)(=O)c3cc(Cl)ccc3OC)CC2)cc1
    18µM* | x | -7%
O=C(NCc1ccncc1)c1cccc(S(=O)(=O)N2CCc3ccccc32)c1
    u | x | 3%
CSCC[C@H](NC(=O)OC(C)(C)C)c1nnc(SCC(=O)Nc2ccc(C)cc2C)o1
    -9% | 0% | 6%
Cc1nn(Cc2ccc(C(=O)N3CCOCC3)o2)c(C)c1Br
    u | 12% | -3%
CCC(C)[C@H](NC(=O)Nc1cccc(Cl)c1)C(=O)O (stereo partly drawn)
    -6% | -4% | 2%
COc1ccc(-c2cc(C(=O)Nc3ccc(OC)cc3OC)no2)cc1
    -25% | 7% | x

Sorted by molecular weight (rising): some entries from above
Second line of a record – DT40 TDP1 no CPT | N370S GC mod | TDP1 inh
O=Cc1ccc(N2Cc3ccccc3C2)cc1
    -16% | -9% | 0%
Cc1nn(Cc2ccc(C(=O)N3CCOCC3)o2)c(C)c1Br
    u | 12% | -3%
CC(OC(=O)c1ccc(S(=O)(=O)NCc2ccco2)cc1)C(=O)Nc1ccccc1 (stereo not drawn)
    -28% | x | -4%

Next results:
Second line of a record – DT40 TDP1 no CPT | N370S GC mod | TDP1 inh
NC(=O)C[C@@H]1N[C@]2(C(=O)Nc3ccccc32)[C@@H]2C(=O)N(c3cc(C(F)(F)F)ccc3Cl)C(=O)[C@H]12
    -2% | 2% | -1%
Cc1ccc(-n2c(SCC(N)=O)nnc2-c2ccco2)cc1
    19% | -11% | 3%
Cc1ccc(S(=O)(=O)CCN2CCC(O)(c3ccccc3)CC2)cc1
    19% | 1% | x
COc1ccccc1NC(=O)C1=C(C)Nc2nc(SCc3cccc(F)c3)nn2C1c1ccc(C(=O)O)cc1 (stereo not drawn)
    4% | -15% | x
CC(=O)Nc1ccccc1C(=O)C(=O)Nc1ccc(F)c(Cl)c1
    u | 9% | 3%
CCC(CC)NC(=O)c1cccc([N+](=O)[O-])c1C
    -6% | -16% | 3%
COc1ccc2c(c1)[nH]c1c(=O)n(CCCn3ccnc3)cnc12
    -1% | 8% | 5%
O=C(c1cc(-c2ccc(Cl)cc2)on1)N1CCOCC1
    0% | 0% | 7%
CN(C)S(=O)(=O)c1ccc(Cl)c(-c2nnc3n2CCCCC3)c1
    -1% | -2% | 7%
COc1ccc(NC(=S)N2CCCC(CO)C2)c(OC)c1 (stereo not drawn)
    2% | -5% | 0%
O=[N+]([O-])c1ccc(C=Nc2cccc3ccccc23)s1
    21µM* | 0% | 8%
COCCN1C(=O)N[C@@H](c2ccccc2)[C@H](C(=O)OC)[C@H]1C
    -10% | 11%[12.8 µM] | 6%[12.3 µM]
O=C(CSc1nc2ccc(Cl)cc2[nH]1)Nc1ccc2c(c1)CCC2
    u | 18% | 5%
CCOC(=O)CNC(=O)CSc1nnc(-c2ccccc2OC)n1CC
    -29% | -4% | -4%
O=C(c1ccc(NC2=NC3CS(=O)(=O)CC3S2)cc1)N(CCO)Cc1ccccc1 (stereo not drawn)
    17% | 13% | 7%
Cn1c(CCc2ccccc2)nnc1SCC(=O)N1CCOCC1
    2% | 24% | 2%
CCC(=O)Nc1cccc(-c2cn3c(C)csc3n2)c1
    -29% | x | 0%
COc1ccc(-c2sc3ccc(N4CCOCC4)cc3c2C#CC(C)(C)O)cc1
    9.2µM* | x | 1%

A different layout for some results above.
molecule,DT40 TDP1 no CPT,N370S GC mod,TDP1 inh
CC(=O)Nc1ccccc1C(=O)C(=O)Nc1ccc(F)c(Cl)c1,u,9%,3%
CCC(CC)NC(=O)c1cccc([N+](=O)[O-])c1C,-6%,-16%,3%
COc1ccc2c(c1)[nH]c1c(=O)n(CCCn3ccnc3)cnc12,-1%,8%,5%
O=C(c1cc(-c2ccc(Cl)cc2)on1)N1CCOCC1,0%,0%,7%
CN(C)S(=O)(=O)c1ccc(Cl)c(-c2nnc3n2CCCCC3)c1,-1%,-2%,7%
COc1ccc(NC(=S)N2CCCC(CO)C2)c(OC)c1 (stereo not drawn),2%,-5%,0%
